mut p53 react – restores mutant p53 pathway signaling in SW480 cells. SW480 PUMA-promoter luciferase, p53 mutant reactivation. activation, % at 9.98 µM. 28,000 tested, 1.5% active. AID 624151; in the data active means activation above about 52%; inconclusive means no clear call, values can overlap the other calls
STK33 inh – blocks human STK33 kinase activity; AID 2322; Q9BYT3; 27,000 tested, 0.44% active; ADP-Glo luminescence, MBP substrate; inhibition, % at 12.5 µM; in the data active means inhibition above about 20%; inconclusive means no clear call, values can overlap the other calls
Target sequence (Q9BYT3 whole entry, looked up): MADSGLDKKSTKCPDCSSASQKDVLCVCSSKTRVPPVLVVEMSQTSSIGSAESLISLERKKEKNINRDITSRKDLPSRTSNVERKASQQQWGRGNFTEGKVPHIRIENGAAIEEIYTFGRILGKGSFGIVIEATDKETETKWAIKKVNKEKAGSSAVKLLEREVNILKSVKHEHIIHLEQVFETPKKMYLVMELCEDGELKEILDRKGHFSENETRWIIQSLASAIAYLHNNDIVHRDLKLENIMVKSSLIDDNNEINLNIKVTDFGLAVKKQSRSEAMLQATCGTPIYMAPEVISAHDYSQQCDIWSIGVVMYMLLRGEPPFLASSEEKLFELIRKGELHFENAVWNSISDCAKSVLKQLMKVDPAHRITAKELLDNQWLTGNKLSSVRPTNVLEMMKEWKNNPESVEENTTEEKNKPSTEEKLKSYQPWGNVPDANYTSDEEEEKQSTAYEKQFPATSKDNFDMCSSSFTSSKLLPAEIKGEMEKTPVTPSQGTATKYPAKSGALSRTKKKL
Active calls of the source: *; ? = inconclusive; nt = no result given; & = joins results of further samples. An excerpt; rates above refer to the full screens.

SMILES	mut p53 react	STK33 inh
C[C@H](O)C#Cc1ccc2c(c1)O[C@@H](CN(C)Cc1cccnc1)[C@@H](C)CN([C@H](C)CO)S2(=O)=O	3	nt
C[C@@H]1CCCCO[C@@H](CN(C)C(=O)Nc2ccccc2)[C@@H](C)CN([C@H](C)CO)C(=O)c2cc(NC(=O)CCCN(C)C)ccc2O1	12	-4
CCc1nc(SCC(=O)N2CCCc3ccccc32)n[nH]1	14	-4
C[C@H](CO)N1C[C@H](C)[C@H](CN(C)S(=O)(=O)c2ccc(C#N)cc2)Oc2ncc(-c3ccc(F)cc3)cc2C1=O	nt	-1
CCOC(=O)c1ccc(NC(=O)CSc2nc3sc4c(c3c(=O)[nH]2)CCCC4)cc1	-6	8
COc1ccc2nc(SCC(=O)NC3CCCC3)[nH]c2c1	-4	1
CNC[C@H]1OCCCC[C@@H](C)Oc2ccc(NC(=O)c3ccncc3)cc2C(=O)N([C@H](C)CO)C[C@@H]1C	1	4
C[C@@H]1CN([C@@H](C)CO)C(=O)CCCn2nncc2CO[C@@H]1CN(C)S(=O)(=O)c1cccc(C#N)c1	nt	-2
C=C(C(=O)O[C@H]1C/C=C(/C)C[C@H](O)[C@H]2[C@H](C)C(=O)O[C@@H]2/C=C\1C)[C@@H]1CCC(=C)[C@@H]2C[C@H](O[C@@H]3O[C@H](CO)[C@@H](O)[C@H](O)[C@H]3O)C(=C)[C@@H]2C1	-19	-3
C[C@@H]1CN([C@@H](C)CO)C(=O)c2cc(NC(=O)Nc3ccc(F)cc3)ccc2O[C@@H](C)CCCCO[C@H]1CN(C)C(=O)c1ccccc1	-22	nt
C[C@@H]1CN([C@@H](C)CO)C(=O)c2cc(NS(=O)(=O)c3cccs3)ccc2O[C@H]1CN(C)S(=O)(=O)c1cccs1	nt	-1
C[C@H](CO)N1C[C@H](C)[C@H](CN(C)C(=O)CCC(F)(F)F)OCCCC[C@H](C)Oc2ccc(NC(=O)c3ccncc3)cc2C1=O	9	nt
COc1cc(O)c(C(C)=O)c(CC(=O)O)c1	2	-1
C[C@H]1CN([C@@H](C)CO)C(=O)c2cccc(N(C)C)c2O[C@@H]1CN(C)S(C)(=O)=O	10	nt
C=C1CCC(C)C(C)(CCC2=CC(OC)OC2=O)C/C=C\C=C\1C(=O)O (configuration not stated)	-8	-2
COc1ccc(-c2cnc3c(c2)C(=O)N([C@H](C)CO)C[C@@H](C)[C@@H](CN(C)C(=O)Cc2cccnc2)O3)cc1	4	nt
CNC[C@H]1OCCCC[C@H](C)Oc2ccc(NC(=O)Nc3cccc4ccccc34)cc2C(=O)N([C@H](C)CO)C[C@@H]1C	4	nt
Cc1ccc(-c2nc3ccccc3o2)cc1NC(=O)COc1ccccc1C	23	4
C[C@@H]1CN([C@H](C)CO)C(=O)c2cc(NS(C)(=O)=O)ccc2O[C@H]1CN(C)C(=O)Nc1ccc2c(c1)OCO2	3	nt
Cc1noc(C)c1S(=O)(=O)Nc1cccc2c1O[C@H](CN(C)Cc1ccc(C(F)(F)F)cc1)[C@H](C)CN([C@@H](C)CO)C2=O	-3	nt
Cc1ccc(-n2c(C)nnc2SCC(=O)Nc2cc(C(F)(F)F)ccc2Cl)cc1	7	0
Cc1noc(C)c1S(=O)(=O)N(C)C[C@@H]1Oc2ccc(NC(=O)c3ccncc3)cc2CC(=O)N([C@@H](C)CO)C[C@@H]1C	3	nt
COc1cccc(OCC(=O)Nc2ccccc2C(=O)Nc2ccc(C(=O)O)cc2)c1	-7	-1
O=C(O)c1ccccc1Nc1nc(N2CCOCC2)nc(N2CCOCC2)n1	56*	1
C[C@@H]1CCCCO[C@@H](CN(C)C(=O)Nc2ccccc2)[C@H](C)CN([C@H](C)CO)C(=O)c2cc(NS(C)(=O)=O)ccc2O1	-7	nt
Cc1ccc(S(=O)(=O)Nc2cccc3c2O[C@@H](CN(C)Cc2ccc(Cl)c(Cl)c2)[C@H](C)CN([C@@H](C)CO)C3=O)cc1	4	nt
COCC#Cc1ccc2c(c1)O[C@H](CN(C)Cc1cncnc1)[C@H](C)CN([C@@H](C)CO)S2(=O)=O	3	nt
Cc1cc(=O)[nH]c(SCC(=O)N2CCN(c3ccccc3)CC2)n1	0	0
CCCC#Cc1ccc2c(c1)O[C@@H](CN(C)C(=O)c1cnccn1)[C@@H](C)CN([C@H](C)CO)S2(=O)=O	-7	nt
C[C@H]1CN([C@@H](C)CO)C(=O)Cc2cc(NC(=O)CCN3CCOCC3)ccc2O[C@@H]1CN(C)C(=O)Nc1ccc(F)cc1	nt	1
CC1(C)C/C(=N\O)c2c(nc(C(F)(F)F)c3[nH]c4ccccc4c23)C1	-25	nt
COc1ccc2c(C)nc(Nc3nc(C)cc(=O)[nH]3)nc2c1	73*	2
COc1ccc(S(=O)(=O)N(C)C[C@H]2Oc3ccc(NC(=O)CCCN(C)C)cc3CC(=O)N([C@H](C)CO)C[C@@H]2C)cc1	0	nt
CC1OC(OC2C(CO)OC(OC(=O)[C@]34CCC(C)(C)CC3C3=CCC5[C@@]6(C)CC[C@H](OC7OC(C)C(OC8OCC(O)(COC9OCC(O)C(OC%10OCC(OC%11OCC(O)(CO)C%11O)C(O)C%10O)C9O)C8O)C(O)C7O)C(C)(C)C6CC[C@@]5(C)[C@]3(C)CC4)C(O)C2O)C(O)C(O)C1O (some centres not stated)	-16	-10
C[C@@H]1CN([C@@H](C)CO)C(=O)CCCn2cc(nn2)CO[C@H]1CN(C)Cc1ccc(C(=O)O)cc1	nt	3
COC(=O)N(C)C[C@H]1OCc2cn(nn2)CCCC(=O)N([C@H](C)CO)C[C@H]1C	4	12
COc1ccc(NC(=O)Nc2ccc3c(c2)CC(=O)N([C@@H](C)CO)C[C@H](C)[C@@H](CN(C)CC2CC2)O3)cc1	6	-1
Cc1ccc(S(=O)(=O)N(C(=O)c2ccncc2)c2ccc(OC(=O)c3ccncc3)cc2)c(C)c1	17	0
C[C@H](CO)N1C[C@H](C)[C@@H](CN(C)C(=O)Nc2cccc3ccccc23)Oc2c(NC(=O)Nc3cccc4ccccc34)cccc2C1=O	4	nt
C[C@@H]1CN([C@H](C)CO)S(=O)(=O)c2ccc(Br)cc2O[C@@H]1CN(C)S(=O)(=O)c1ccccc1	3	nt
COc1cccc(-c2cc(NCc3ccc4c(c3)OCO4)nc(N)n2)c1	-70	1
C[C@H]1CN([C@@H](C)CO)C(=O)c2cc(NS(=O)(=O)c3ccc(F)cc3)ccc2O[C@@H]1CN(C)Cc1ccc2c(c1)OCO2	nt	-3
C[C@H](CO)N1C[C@H](C)[C@@H](CN(C)S(=O)(=O)c2ccc3ccccc3c2)OCc2cnnn2CCCC1=O	4	-6
Cc1cc(C)c2c(=O)[nH]c(SCC(=O)c3ccccc3)nc2n1	-8	-1
C[C@@H]1CCCCO[C@@H](CN(C)S(=O)(=O)c2cccs2)[C@@H](C)CN([C@@H](C)CO)C(=O)c2cc(NC(=O)Nc3cccc4ccccc34)ccc2O1	-4	nt
CC(NS(=O)(=O)c1ccc(Br)cc1)C(=O)Nc1ccc(Cl)cc1Cl (configuration not stated)	-4	0
Cc1noc(C)c1NC(=O)N(C)C[C@H]1Oc2ccc(NS(=O)(=O)c3ccc(F)cc3)cc2CC(=O)N([C@@H](C)CO)C[C@@H]1C	4	0
C[C@H]1CN([C@@H](C)CO)C(=O)c2cccc(NC(=O)NC3CCCCC3)c2O[C@H]1CN(C)Cc1ccncc1	8	nt
Cc1noc(C)c1S(=O)(=O)N(C)C[C@@H]1Oc2ccc(NC(=O)NC(C)C)cc2CC(=O)N([C@@H](C)CO)C[C@@H]1C	-1	0
C[C@H](CO)N1C[C@H](C)[C@H](CN(C)C(=O)Nc2cccc3ccccc23)Oc2ccc(NS(=O)(=O)c3ccc(F)cc3)cc2C1=O	nt	1
C[C@H](CO)N1C[C@H](C)[C@H](CN(C)S(=O)(=O)c2ccccc2)Oc2ncc(-c3cccc(C(F)(F)F)c3)cc2C1=O	-5	-1
COC(=O)CN(c1cccc(C)c1)S(=O)(=O)c1ccccc1	-7	3
Cc1noc(C)c1S(=O)(=O)N(C)C[C@@H]1Oc2c(NC(=O)c3ccc(-c4nccs4)cc3)cccc2C(=O)N([C@H](C)CO)C[C@@H]1C	-2	nt
Nc1nnc(SCC(=O)Nc2ccc3c(c2)OCCO3)s1	10	-4
C[C@@H]1CCCCO[C@@H](CN(C)C(=O)Nc2cccc3ccccc23)[C@@H](C)CN([C@H](C)CO)C(=O)c2cc(NS(=O)(=O)c3cccs3)ccc2O1	nt	4
C[C@H](CO)N1C[C@H](C)[C@@H](CN(C)Cc2ccc3c(c2)OCO3)Oc2ccc(NC(=O)C3CC3)cc2C1=O	9	nt
C[C@H]1CN([C@@H](C)CO)C(=O)c2cccc(NC(=O)C3CCOCC3)c2O[C@@H]1CN(C)Cc1ccncc1	0	nt
COc1cc(OC)c(C(O)C(C)O)cc1OC (configuration not stated)	-36&-48	-1
COc1cccc(C#Cc2ccc3c(c2)O[C@H](CN(C)C(=O)c2ccccn2)[C@@H](C)CN([C@@H](C)CO)S3(=O)=O)c1	-26	nt
Cc1nnc(Sc2nc3ccc(Cl)cc3s2)n1-c1ccc2c(c1)OCCO2	15	nt

Next compounds:
SMILES	mut p53 react	STK33 inh
CCOc1ccccc1NC(=S)NCc1ccco1	-7	-2
Cc1c[nH]c(=O)n(CCCN2CCN(c3ccccc3OCC(F)(F)F)CC2)c1=O	5	nt
COc1ccc(Cl)cc1NC(=O)COc1ccccc1[N+](=O)[O-]	23	-5
Cc1sc2ncnc(SCC(=O)Nc3nsc(-c4ccccc4)n3)c2c1C	-6	8
O=C(CNS(=O)(=O)c1cc(Cl)ccc1Cl)Nc1ccc(Br)cc1F	-3	-2
Cc1ccc2c(c1)c1c(n2CC(O)Cn2nc(C)c(Br)c2C)CCCC1 (configuration not stated)	5	-4
c1ccc2c3c([nH]c2c1)[C@H]1C2CCC([C@@H]4CCCN[C@H]24)N1CC3 (some centres not stated)	nt	-9
C[C@@H]1CN([C@H](C)CO)C(=O)Cc2cc(NC(=O)Cc3ccccc3)ccc2O[C@H]1CN(C)Cc1ccc(C(F)(F)F)cc1	9	1
Cc1noc(C)c1NC(=O)N(C)C[C@@H]1Oc2ccc(NC(=O)NC(C)C)cc2CC(=O)N([C@@H](C)CO)C[C@@H]1C	5	-1
C[C@H]1CN([C@@H](C)CO)C(=O)c2cc(NC(=O)Nc3ccc4c(c3)OCO4)ccc2O[C@@H]1CN(C)CC1CCCCC1	3	-1
C/C(=C\CC[C@@H](C)[C@H]1CC[C@@]2(C)C3CC[C@H]4C(C)(C)[C@@H](OC5OC(CO)C(OC6OC(CO)C(O)C(O)C6O)C(O)C5O)CC[C@@]45C[C@@]35CC(O)[C@]12C)C(=O)O (some centres not stated)	-19	-5
C[C@H](CO)N1C[C@H](C)[C@H](CN(C)S(=O)(=O)c2cccc(F)c2)Oc2ncc(-c3ccccc3)cc2C1=O	nt	0
Cc1cc(=O)[nH]c(SC(C)C(=O)Nc2cccc(Cl)c2)n1 (configuration not stated)	-1	-2
O=C(/C=C/CCc1ccc2c(c1)OCO2)N1CCCCC1	7	0
CC(C)NC(=O)N(C)C[C@H]1OCCCC[C@H](C)Oc2ccc(NC(=O)c3ccncc3)cc2C(=O)N([C@H](C)CO)C[C@@H]1C	3	nt
COc1cc(-c2cc(O)c(OC)c(OC)c2)cc(O)c1OC	7	-1
CNC[C@@H]1OCc2cn(nn2)CCCC(=O)N([C@@H](C)CO)C[C@H]1C	-2	-6
Cc1cc(OCC(=O)Nc2ccccc2CO)cc(C)c1Br	18	2
CCc1nc(SCC(=O)Nc2cccc(Cl)c2)n[nH]1	-2	2
C=CCOC(=O)[C@H]1[C@@H]2C(=O)O[C@@H](c3ccccc3)[C@@H](c3ccccc3)N2[C@@H](c2ccc(OCCOC(=O)[C@@H]3C[C@@H]4C(=O)NCC(=O)N4[C@@H]3c3cccc(OCCO)c3)cc2)[C@]12C(=O)Nc1ccc(I)cc12	nt	?
COc1cccc(S(=O)(=O)Nc2ccc(C(=O)Nc3ccc4c(c3)OCCO4)cc2)c1	3	2
O=c1cc(-c2ccccc2)nc(Cc2c(Cl)cccc2Cl)[nH]1	-9	nt
COc1ccc(CN(C)C[C@H]2Oc3ccc(NC(=O)Nc4ccc(C(F)(F)F)cc4)cc3CC(=O)N([C@@H](C)CO)C[C@H]2C)cc1	-47	3
C[C@H]1CN([C@@H](C)CO)C(=O)c2cc(NS(=O)(=O)c3ccc(Cl)cc3)ccc2O[C@@H]1CN(C)Cc1ccc2c(c1)OCO2	nt	-1
